# Screening data deposited in PubChem BioAssay by National Center for Advancing Translational Sciences (NCATS).
# uPA surface inh = blocks generation of uPA at the cell surface; cell surface uPA generation assay, qHTS; Potency, µM (doses to about 38.3 µM), for the others: at the highest dose activity change, negative = inhibition, most hits filed as inhibitors; 330,000 compounds, 0.31% hits; AID 540303; active = well fitted inhibition curve with a large enough effect; inconclusive = small, poorly fitted or top-dose-only effect; inactive = no such curve, though single readings can be large or run the other way; tested in mouse RAW 264.7 cells; also: % is scaled to controls: 0 for no effect and ±100 for the full control effect; nearly all actives have a fitted effect of over 55% in size
# Rab9 promoter act = activators of Rab9 promoter | 320,000 compounds, 2.8% hits | Huh7 Rab9 promoter-luciferase reporter, luminescence, 24 h | Potency, µM (titrated, usually from 9.22 µM), inactives show top-dose activation, negative = inhibition, usual class: activators; also: % of control where 0% means no effect; nearly all actives have a fitted effect of over 60% in size
#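 Luminescence from Amplite-detected luciferase (10 minutes, ambient) reports Rab9 promoter activation. Before that, stable Rab9-luciferase Huh7 cells (1500/well, reduced-serum OP-MEM I plus 10% FBS) were exposed to compound for 24 hours at 37C.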
# FLuc counter = inhibits or activates purified firefly luciferase, miR-21 counter-screen; P08659; purified FLuc, Km substrates, luminescence inhibition; Potency, µM (top dose mostly 57.5 µM), for the others: top-dose activity change, negative = inhibition, usual class: inhibitors; 360,000 compounds, 6.9% hits;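 also: plate controls were vehicle for no effect and reference inhibitor for full effect; nearly all actives have a fitted effect of over 55% in size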
# Target sequence (P08659 whole entry, looked up): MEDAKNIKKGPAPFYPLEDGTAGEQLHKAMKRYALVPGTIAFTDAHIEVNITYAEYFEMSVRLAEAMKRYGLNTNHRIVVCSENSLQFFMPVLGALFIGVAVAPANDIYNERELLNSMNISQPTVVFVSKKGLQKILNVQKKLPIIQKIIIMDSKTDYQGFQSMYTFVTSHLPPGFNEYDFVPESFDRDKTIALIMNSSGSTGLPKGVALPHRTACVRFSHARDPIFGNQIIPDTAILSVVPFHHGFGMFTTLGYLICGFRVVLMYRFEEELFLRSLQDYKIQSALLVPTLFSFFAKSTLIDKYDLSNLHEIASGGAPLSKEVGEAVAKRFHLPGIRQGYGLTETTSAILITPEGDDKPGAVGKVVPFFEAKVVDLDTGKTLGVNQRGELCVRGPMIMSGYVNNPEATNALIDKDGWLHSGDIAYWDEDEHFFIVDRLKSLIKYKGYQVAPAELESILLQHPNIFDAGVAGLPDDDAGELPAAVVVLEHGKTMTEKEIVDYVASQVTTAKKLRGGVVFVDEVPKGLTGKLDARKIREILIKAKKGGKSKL
#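 Purified P. pyralis luciferase, 10 nM final, with Km-level 10 uM D-luciferin and 10 uM ATP in 50 mM Tris acetate pH 7.5, 10 mM Mg acetate, 0.01% Tween-20, 0.05% BSA; 6-point qHTS titration about 60 µM downward; luminescence read.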
# MBNL1 CUG block = blocks human MBNL1 binding to CUG repeat RNA; TR-FRET MBNL1-His/biotin-(CUG)12 binding, 665/545 ratio; 280,000 compounds, 0.036% hits; Potency, µM (series often up to 57.5 µM), inactives show top-dose activity change, negative = inhibition, actives largely listed as inhibitors; Q9NR56; active = well fitted inhibition curve with a large enough effect in the signal ratio, with a control signal flat, not every such curve was filed as active; inconclusive = small, poorly fitted or top-dose-only effect, or effect the other way, or a change in a side signal; inactive = no such curve, though single readings can be large or run the other way; the % refers to the signal ratio; also: % is scaled to controls: 0 for no effect and ±100 for the full control effect
# Target sequence (Q9NR56 whole entry, looked up): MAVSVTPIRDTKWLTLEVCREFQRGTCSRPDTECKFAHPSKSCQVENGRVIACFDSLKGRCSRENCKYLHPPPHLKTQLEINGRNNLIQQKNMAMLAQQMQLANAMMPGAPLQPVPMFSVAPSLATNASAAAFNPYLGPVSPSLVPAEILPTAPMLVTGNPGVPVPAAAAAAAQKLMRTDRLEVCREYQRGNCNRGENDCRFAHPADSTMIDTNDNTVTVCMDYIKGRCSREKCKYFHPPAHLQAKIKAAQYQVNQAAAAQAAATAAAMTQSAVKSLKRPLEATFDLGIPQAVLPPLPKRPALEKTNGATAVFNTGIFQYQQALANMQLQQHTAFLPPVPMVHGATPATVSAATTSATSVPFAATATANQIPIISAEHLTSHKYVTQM
#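 Ratiometric TR-FRET (665 over 545 nm, excitation 340 nm) tracks disruption of MBNL1-His/biotin-(CUG)12 complex after 60 min at room temperature, with compounds at 92 nM to 58 uM final.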
# NPC1 prom act = activates the NPC1 promoter; Huh7 NPC1 promoter luciferase reporter, 24 h; Potency, µM (highest dose often 9.22 µM), inactives show at the highest dose activation, actives largely listed as activators; 320,000 compounds, 2.4% hits; AID 485313;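 also: % of control where 0% means no effect; nearly all actives have a fitted effect of over 60% in size; reporter is driven by a mutant NPC1 promoter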
#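 In 1536-well qHTS, Huh7 cells harboring an NPC1 promoter–luciferase construct received compound for 24 h; activation was quantified by luminescence following luciferase reagent addition.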
# RORgamma inh = inhibitors of mouse ROR gamma transcriptional activity. Drosophila S2 Gal4-RORgamma UAS-luciferase reporter, 20 h. Potency, µM (doses to about 53.6 µM), inactives show at the top dose activity change, negative = inhibition, most hits filed as inhibitors. 310,000 compounds, 5.4% hits. AID 2551; also: % is scaled to controls: 0 for no effect and ±100 for the full control effect; nearly all actives have a fitted effect of over 60% in size
#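 Read-out: Photinus luciferase luminescence; inhibitors lower reporter signal. Insect Schneider cells with Gal4-ROR gamma fusion under metallothionein promoter, UAS reporter; 700 uM final copper sulfate induction, 20 hr, ambient temperature.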
# BRCA1 expr up = BRCA1 expression activation | MCF7-BRCA1-FFLuc reporter, luminescence, 48 h; response scale: scaled: vehicle 0%, 10 µM genistein 100% | Potency, µM (series often up to 46.1 µM), for the others: at the highest dose activation, actives largely listed as activators | 380,000 compounds, 1.1% hits | AID 624202; also: nearly all actives have a fitted effect of over 80% in size; some results filed as inactive show a strong effect at the top dose
#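 Luminescence from a BRCA1-driven firefly luciferase in MCF7 cells was read after 48 h compound exposure at 37 C. Data normalized against DMSO and a 10microM genistein activation control, then curve-fitted across the titration.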
# ELG1 genotoxic = induces genotoxicity in HEK293T cells with luciferase-tagged ELG1; HEK293T ELG1-luciferase reporter, luminescence, 16 h; Potency, µM (top dose mostly 46 µM), inactives show at the highest dose activity change, positive = activation, hits mostly activators; 330,000 compounds, 1.3% hits; AID 504466; also: % of control where 0% means no effect; nearly all actives have a fitted effect of over 60% in size
#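 16 hr compound incubation (37 °C, 5% CO2) of HEK293T cells carrying luciferase-tagged ELG1; luciferase then measured by ONE-Glo luminescence after 30 min at RT.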
# p53 reactivation = mutant p53 re-activation in reporter cells; H1299 p53-A138V BP100-luciferase reporter, luminescence, 24 h; Potency, µM (titrated, usually from 92.2 µM), for inactives: top-dose activity change, positive = activation, usual class: activators; 320,000 compounds, 0.063% hits; AID 504706; also: % of control where 0% means no effect; nearly all actives have a fitted effect of over 45% in size
#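 p53-null H1299 cells stably carrying temperature-sensitive p53-A138V and a BP100-luciferase reporter were pinned with compounds (4-point, 1:5 series) and held 24 hrs at 37 deg C. Luminescence was read 10 min after detection reagent.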
# Gal4-VP16 FLuc = Gal4-VP16 reporter inhibition counter-screen. AID 2546. Potency, µM (titrated, usually from 53.6 µM), inactives show at the highest dose activity, negative = inhibition, hits mostly inhibitors. Drosophila S2 Gal4-VP16 UAS-luciferase, luminescence, 20 h. 310,000 compounds, 3.5% hits;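 also: Gal4-VP16 expression switched on by copper sulfate through the metallothionein promoter; % is scaled to controls: 0 for no effect and ±100 for the full control effect; nearly all actives have a fitted effect of over 50% in size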
# Numbers without * were called inactive; ? = inconclusive; . = no result given; & = joins results of further samples; [ ] = another dose, or the depositor's remark. Unless noted, calls follow the shape of the dose curve; as a rule, active = well fitted curve in the direction sought with a large enough effect; inconclusive = small, poorly fitted or top-dose-only effect, or another doubt; inactive = no such curve, though single readings can be large; an effect the other way counts as inactive or inconclusive. Potency is read from the fitted curve at half-maximal effect.
SMILES,uPA surface inh,Rab9 promoter act,FLuc counter,MBNL1 CUG block,NPC1 prom act,RORgamma inh,BRCA1 expr up,ELG1 genotoxic,p53 reactivation,Gal4-VP16 FLuc
CCN(Cc1ccccc1)c1ccc(/C=N/NS(=O)(=O)c2ccc(C)c([N+](=O)[O-])c2)cc1,-0.7%,-2.6%,-1.3%,9.3%,-1.1%,?,-24.4%,0.0%,-17.2%,-7.5%
O=C(c1ccccc1)N1CCN(CCc2ccccn2)CC1,0.1%,-5.3%,1.3%&2.6%,-3.8%,3.2%,20.5%,2.2%,-4.5%,3.3%,-12.1%
Cc1ccc2nc(CCCc3nc4ccc(C)cc4[nH]3)[nH]c2c1,2.4%,0.2%,?,-7.6%,1.3%,-17.5%,-3.7%,-7.0%,18.0%,0.3%
O=C(CNS(=O)(=O)c1cccs1)Nc1ccc2c(c1)OCCO2,2.0%,?,?,-5.9%,?,-22.9%,?,?,8.4%,-5.0%
COc1ccc(NC(=O)c2cccc(S(=O)(=O)N3CCOCC3)c2)cn1,-7.8%,0.6%,1.9%,-1.8%,-0.8%,-3.0%,-3.8%,1.2%,1.3%,11.0%
Oc1[nH]c(=S)sc1/C=C1\C(c2ccccc2)=Nc2ccccc21,-7.2%,9.1%,?,.,9.0%,25.8%[10 µM],-54.4%,0.0%,20.7%,-13.5%
CCCN1C2CCCC1CC(NC(=O)Nc1ccc(C(C)C)cc1)C2 (stereo unspecified),-3.6%,-0.9%,1.7%,18.4%,-3.0%,-37.2%,0.0%,-1.0%,-1.0%,12.5%
Cc1ccc(CN2C(=O)CSc3ccc(C(=O)NCCN4CCOCC4)cc32)cc1,-0.3%,2.1%,1.3%,2.1%,-2.0%,-34.0%,-2.9%,0.7%,-8.9%,9.5%
COc1ccccc1N1CCN(C2CCCN(C(=O)c3cc(C4CC4)on3)C2)CC1 (stereo unspecified),0.8%,-0.3%,-0.1%,-2.1%,-2.0%,-14.6%,-7.6%,-1.3%,-2.2%,-2.1%
Cc1cc(C)c(NC(=O)CNC(=O)COC(=O)Cc2ccccc2C)c(C)c1,-0.9%,-8.7%,7.0%,.,1.5%,.,-2.2%,0.7%,-9.8%,.
C=CCOc1ccc(Br)cc1/C=C1/SC(=Nc2ccc(C(=O)O)cc2)NC1=O,-17.1%,-6.5%,?,2.0%,-5.8%,-5.9%,-3.5%,-3.6%,-3.5%,0.3%
C=CCNC(=O)NC(=O)CN1C(=O)NC(c2ccccc2)(c2ccccc2)C1=O,1.4%,-5.0%,1.7%,-3.5%,-1.4%,1.7%,-20.2%,10.6%,-2.4%,2.9%
CC1(C)CC(O)CC(C)(C)N1CC(O)COCc1ccccc1 (stereo unspecified),0.1%,-0.6%,-1.7%,-7.1%,-2.2%,-5.0%,17.3%,0.6%[9.26 µM],-1.2%,-3.4%
CCOc1cccc(NC(=O)c2cnccc2C(F)(F)F)c1,-1.3%,-1.7%,-4.9%,-1.5%,-2.9%,10.3%,-6.5%,-3.1%,-0.1%,-11.5%
COc1ccccc1NC(=O)c1sc(NC(=O)c2ccco2)c(C#N)c1C,0.3%,-3.6%,-1.6%,20.8%,13.2%,-28.2%,-1.7%,9.9%,1.4%,-4.9%
Cc1c(-c2cccc(NC(=O)c3cccs3)c2)nc2ncccn12,3.5%,-0.2%,?,?,-1.2%,?,25.4%,-0.8%,-1.2%,0.8%
c1ccc(-c2csc3ncnc(N4CCN(Cc5ccc6c(c5)OCO6)CC4)c23)cc1,9.9%,-1.3%[1.84 µM],0.9%,-3.0%,-1.3%,8.7%,-23.0%,-14.8%,-5.1%,-1.7%
O=C(NNc1c(Cl)cncc1Cl)c1sccc1Cl,0.2%,-3.7%,3.0%,.,2.4%,-2.0%,-4.2%,-4.2%,-4.1%,-3.4%
CCOCCCn1c(SCC(=O)/C(C#N)=C(\C)N)nc2ccccc2c1=O,2.3%,4.6%,2.9%,-2.3%,11.3%,16.7%,-12.4%,0.4%,-12.3%,5.2%
Cc1cc(-c2nnc3n2N=C(c2ccccc2)CS3)n[nH]1,7.4%,5.8%,-0.1%,.,0.5%,-23.5%,-27.1%,?,-4.1%,12.6%
COc1ccccc1NC(=O)C1CCCN1C(=O)Nc1ccc(F)cc1 (stereo unspecified),-0.8%,5.9%,4.3%,-1.1%,-2.0%,5.6%,-5.6%,2.2%,3.8%,1.5%
O=C(c1ccc(Cl)cc1)N1CCCCC(Cl)C1=O (stereo unspecified),-5.6%,8.4%,1.2%,-7.3%,-3.7%,?,-13.0%,-3.3%,-0.5%,-0.3%
CC(C)N1CCN(Cc2ccc(-c3ccccc3Cl)o2)CC1CCO (stereo unspecified),-4.6%,-7.3%,5.8%,-1.3%,-0.8%,-9.0%,-42.5%,-1.3%,2.2%,-1.7%
c1ccc(-c2nn3c(-c4ccco4)nnc3s2)nc1,12.6%,8.3%,-3.1%,90.3%[activator],-7.8%,17.4%,13.5%,0.9%,26.9%,-3.2%
CC(=O)c1cccc(N(CC(=O)Nc2ccccc2C(=O)N2CCCC2)S(C)(=O)=O)c1,3.5%,1.6%,-2.6%,-10.1%,-3.7%,-33.1%,16.5%,1.9%,15.6%,2.7%
CC(C)(C)OC(=O)C[C@H]1C/C=C\C[C@@H](CC(=O)N(CCO)Cc2ccccc2)C(=O)N[C@H](Cc2c[nH]c3ccccc23)COC1=O,0.9%,.,.,.,.,.,-21.1%,-2.4%,3.8%,.
O=C(Cc1ccccc1)Nc1ccc(NC(=O)C2CC2)nc1,2.3%,3.4%,-0.1%,9.3%,0.8%,?,11.9%,-1.3%,9.0%,-2.7%
Cc1ccc(C)c(NC(=S)N/N=C2\CCc3ccccc32)c1,?,-0.9%,?,0.9%,-2.6%,7.08µM*,-32.7%,-4.6%,15.9%,10µM*
COc1cccc(C(=O)Nc2ccc3ccccc3c2)c1,-3.0%,0.794µM*,0.477µM*,2.6%,3.16µM*,?,94.1%,?,.,?
Cc1ccc2c(c1)C1CN(C)CCC1N2C(=O)c1ccccc1NS(=O)(=O)c1ccc(F)cc1 (stereo unspecified),2.6%,-2.0%,2.7%,-8.4%,1.4%,17.6%,2.8%,0.1%,-3.4%,-6.9%
Nc1cc(Cl)ccc1Oc1ccccc1,.,-1.4%,-17.3%,-5.3%,-2.2%,19.0%,8.1%,3.1%,6.1%,-4.0%
Nc1no[n+]([O-])c1-c1ccccc1,2.4%,-0.8%,0.5%,-4.2%,1.5%,-1.9%,-22.1%,1.3%,-0.5%,2.2%
COc1ccc(C2C(=O)N(C3CCCCCC3)CC(=O)N2Cc2ccccc2)cc1OC (stereo unspecified),.,0.0%,1.1%,-0.8%,-4.2%,-4.0%,0.3%,-0.7%,-6.8%,-0.2%
CC(/C=N/NC(=O)c1nnn(-c2nonc2N)c1C(C)C)=C\c1ccccc1,?,?,1.51µM*,16.4%,?,11.6%,?,2.7%,-1.0%,4.5%
COc1ccc(C2C(C#N)=C3NC(=O)c4c(sc5c4CCCCC5)N3C3=C2C(=O)CC(C)(C)C3)cc1 (stereo unspecified),-8.6%,-2.2%,2.9%,19.5%,-2.9%,-22.8%,-71.4%,-9.2%,5.5%,-18.8%
Cc1ccc(CNC(=O)c2ccccc2NC(=O)CSc2nnnn2C)cc1,4.5%,1.4%,0.5%,-3.9%,1.8%,23.6%,-4.8%,1.6%,-6.6%,2.9%
CC(=O)Nc1c(C(=O)N2CCCCCC2)cnn1-c1ccccc1,1.8%,-0.8%,3.1%,2.6%,0.6%,-9.7%,-11.9%,0.3%,-2.6%,-0.5%
Cc1ccc(C)c(OCC(=O)N/N=C\c2cccn2C)c1,2.9%,-3.4%,3.0%,-4.1%,0.1%,-27.5%,12.0%,-2.3%,4.4%,2.9%
O=C(c1ccc(CS(=O)Cc2ccc(Cl)cc2)o1)N1CCN(c2ccccc2)CC1 (stereo unspecified),-4.1%,-5.0%,1.8%,-2.8%,4.0%,27.8%,-6.8%,-6.3%,-10.9%,3.9%
CNc1nc(SC)nc2ccccc12,-8.7%,-10.4%,-4.4%,-0.7%,-6.0%,3.4%,0.0%,-3.8%,-8.4%,-7.5%[10 µM]
Nc1c(C(=O)OCC(=O)Nc2ccccc2Br)[nH]c(=O)[nH]c1=O,6.0%,.,.,.,.,.,-0.3%,1.2%,6.0%,.
COCC(COS(N)(=O)=O)Cc1ccccc1 (stereo unspecified),2.7%,1.5%,-0.1%,-0.7%,0.1%,-8.7%,-1.3%,-0.3%,6.4%,-4.2%

# Full records, quoted from the list. Screens in order: uPA surface inh	Rab9 promoter act	FLuc counter	MBNL1 CUG block	NPC1 prom act	RORgamma inh	BRCA1 expr up	ELG1 genotoxic	p53 reactivation	Gal4-VP16 FLuc
# `CC(=O)Nc1c(C(=O)N2CCCCCC2)cnn1-c1ccccc1` as listed: 1.8%	-0.8%	3.1%	2.6%	0.6%	-9.7%	-11.9%	0.3%	-2.6%	-0.5%
# `Cc1ccc(CNC(=O)c2ccccc2NC(=O)CSc2nnnn2C)cc1` as listed: 4.5%	1.4%	0.5%	-3.9%	1.8%	23.6%	-4.8%	1.6%	-6.6%	2.9%
